inhibitors of VEEV: inhibitors of VEEV TC-83 cytopathic effect, confirmation, Vero cells (AID 588727); inhibition, % at 20 µM; hits with a dose series show IC50 in µM; Vero cells, VEEV TC-83 cytopathic effect inhibition; higher % means a stronger effect; 0.13% of 350,000 active; in the data active means a potency from the dose series; inconclusive means inhibition mostly from about 14% at the one dose, without a potency; inactive means the rest, 99 in 100 with inhibition below about 12%; further: strong numbers were not always called active
H1N1 NS1A inhibition: H1N1 influenza NS1A inhibitors, functional cell based assay (AID 504329); NS1A functional cell-based assay, percent inhibition; higher % means a stronger effect; inhibition, % at 12.5 µM, or IC50 in µM where a hit was titrated; 0.3% of 340,000 active; in the data active means a potency from the dose series; inconclusive means inhibition above about 27% without an active follow-up result; further: strong numbers were not always called active
M. tuberculosis: growth inhibition of non-replicating M. tuberculosis (AID 488890); Mycobacterium tuberculosis non-replicating, growth inhibition; higher % means a stronger effect; one-dose inhibition, % at 25 µM; IC50 in µM for titrated hits; 0.39% of 320,000 active; in the data active means a potency from the dose series; inconclusive means inhibition mostly from about 82% at the one dose, without a potency; inactive means the rest, 99 in 100 with inhibition below about 76%;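 further: plate controls were DMSO cells for no effect and high antibiotic wells for full effect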
M. tuberculosis HTS: M. tuberculosis growth inhibition, HTS (AID 449762). M. tuberculosis H37Rv growth inhibition, 7H9 media; higher % means a stronger effect. inhibition, % at 25 µM; hits with a dose series show IC50 in µM. 0.59% of 330,000 active; in the data active means a potency from the dose series; inconclusive means inhibition above about 70% without an active follow-up result;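 further: bacterial growth assessed after seven days of incubation; strong numbers were not always called active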
Salmonella PhoP GFP: PhoP regulon inhibitors, Salmonella typhi PhoP promoter GFP reporter, confirmatory (AID 1850). Salmonella Typhi PhoP-promoter GFP reporter, fluorescence, 4 h; higher % means a stronger effect. inhibition, % at 50 µM, or IC50 in µM where a hit was titrated. 0.33% of 310,000 active; in the data active means a potency from the dose series; inconclusive means inhibition mostly from about 25% at the one dose, without a potency; inactive means the rest, 99 in 100 with inhibition below about 19%;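 further: 0% = induced wells with vehicle and 100% = uninduced wells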
inhibitors of VEEV 10K pilot screen: recorded beside inhibitors of VEEV, whose call it bears; inhibition, %; measured here: 10K pilot screen inhibition
Active calls of the source: *; i = inactive; ? = inconclusive; . = no result given.

SMILES	inhibitors of VEEV	H1N1 NS1A inhibition	M. tuberculosis	M. tuberculosis HTS	Salmonella PhoP GFP	others
COC(=O)c1ccc(COC(=O)CNC(=O)CNC(=O)c2ccc(C)cc2)cc1	0.3%	-12%	0%	0%	-1%
O=S(=O)(c1cccc2nsnc12)N1CCN(c2ncccn2)CC1	0.7%	-7%	-1%	5%	7%
Oc1ccccc1CNc1ccc(Br)cn1	9.0%	-14%	?	0%	-4%
CC(C)(C)NC(=O)c1ccc(COc2ccccc2Br)o1	0.2%	-5%	47%	10%	-1%
CSc1ccc(-c2nc(O)c3cnccn23)cc1	0.4%	-10%	29%	16%	2%	inhibitors of VEEV 10K pilot screen=1.2
COc1ccccc1CNC(=O)COC(=O)Cc1c[nH]c2ccccc12	0.3%	-1%	-4%	-1%	0%
CCOCCCNC(=O)/C(C#N)=C/c1ccc(C(=O)OC)cc1	1.5%	-4%	33%	-1%	4%
CCc1ccccc1NC(=O)C(CC)Sc1nc2cc3c(cc2c(=O)n1Cc1ccco1)OCO3 (stereo not drawn)	0.0%	8%	-17%	-5%	-4%
COC(=O)C(C)Sc1snnc1-c1ccccc1 (stereo not drawn)	1.0%	-1%	75%	-4%	15%
Cn1cnc2cc(NC(=O)c3ccc(Cl)cc3)ccc21	1.8%	-2%	.	-4%	23%
CC(C)C1Oc2cc3oc(=O)ccc3cc2C1=O (stereo not drawn)	0.5%	-12%	13%	3%	9%
Cc1cc(C)c(C)c(S(=O)(=O)ON2C(=O)c3ccccc3C2=O)c1C	1.1%	3%	?	7%	6%
CSc1ncccc1C(=O)NCc1nnc2ccccn12	0.9%	-14%	-2%	-1%	.
Cc1cc(NC(=O)CCCC(=O)N(c2ccccc2)C(C(=O)NC2CCCCC2)c2cccs2)no1 (stereo not drawn)	1.4%	3%	-3%	-12%	-7%
Cc1cc(=O)oc(C)c1C(=O)NCc1cccnc1	2.0%	16%	-16%	-7%	-5%
COc1ccc(N(CC(=O)Nc2cc(OC)cc(OC)c2)S(=O)(=O)c2c(C)n[nH]c2C)cc1	11%	4%	-9%	-10%	-10%
Cc1cn(CC(=O)N[C@H](C)c2cccc3ccccc23)c(=O)[nH]c1=O	i	0%	.	.	.
O=C(c1ccc([N+](=O)[O-])o1)N1CCc2ccccc21	40%	2%	?	?	12%
O=C1CS/C(=C\[N+](=O)[O-])N1c1ccc(OC(F)(F)F)cc1	1.7%	-5%	6%	-12%	-9%
COc1cc(-c2noc(C)c2C(=O)NCc2ccc(C)o2)cc(OC)c1OC	0.4%	-5%	22%	4%	.
O=C(c1sc2cccc(F)c2c1Cl)N1CCN(c2ncccn2)CC1	0.5%	-7%	-5%	4%	-4%
CNC(=O)CSc1nc2cccnc2n1-c1ccc(F)cc1	i	-6%	7%	1%	-3%
COc1cc(NC(=O)NCCN2CCN(c3ccccc3)CC2)cc(OC)c1OC	i	18%	-9%	3%	4%
COc1cc(/C=C2\C(=O)ON=C2c2ccccc2)cc(Cl)c1O	?	9%	9%	3%	7%
CCCNC(=O)c1cc(-c2ccc(OC)cc2)on1	6.2%	20%	71%	-3%	-5%	inhibitors of VEEV 10K pilot screen=0.6
Later entries.
SMILES	inhibitors of VEEV	H1N1 NS1A inhibition	M. tuberculosis	M. tuberculosis HTS	Salmonella PhoP GFP	others
Cc1nnc(Sc2nc3c(c(=O)n(C)c(=O)n3C)n2Cc2ccccc2Cl)s1	1.9%	-7%	-7%	9%	-1%
NCC[C@H](O)C(=O)N[C@@H]1C[C@H](N)[C@@H](O[C@H]2O[C@H](CN)[C@@H](O)[C@H](O)[C@H]2O)[C@H](O)[C@H]1O[C@H]1O[C@H](CO)[C@@H](O)[C@H](N)[C@H]1O	0.6%	7%	.	.	-4%
C=CCNC(=O)C(=O)NCC(c1ccc2c(c1)OCO2)N1CCOCC1 (stereo not drawn)	2.3%	-11%	-17%	2%	1%
Cc1ccc(-c2nnc(SCc3ccc(C#N)cc3)n2Cc2ccco2)cc1	1.0%	0%	-1%	-2%	0%
COc1c(/C=N/NC(=O)c2ccccc2O)c(CCN(C)C(C)=O)cc2c1OCO2	0.9%	-2%	-3%	-1%	10%
CC(C)Cn1c(N)c(C(=O)CSc2nccn2C)c(=O)n(C)c1=O	8.7%	10%	-1%	-2%	-6%
O=C(NCCc1ccc(Cl)cc1)C1CCC(=O)N1C1CCCC1 (stereo not drawn)	0.2%	4%	-13%	-2%	-9%
Cc1cc(NC(=O)c2cccs2)ccc1NC(=O)Cc1ccccc1	0.8%	-3%	-22%	7%	-7%
Cc1ccc(CSc2nnc(-c3cccnc3)o2)cc1	5.5%	-1%	1.5µM*	6%	-2%
COc1cccc(C2=CC(=O)CC(C)(C)C2)c1OC	0.6%	-3%	-6%	-2%	.	inhibitors of VEEV 10K pilot screen=0.4
CCCSc1ccc([C@H]2N[C@@](C)(C(=O)OC)[C@H]3C(=O)N(CC)C(=O)[C@@H]23)cc1	i	3%	1%	-1%	.
Cc1ccnc(NS(=O)(=O)c2ccc(CC(C)C)cc2)c1	1.7%	-5%	2%	-2%	0%
CC(C)n1c(C(F)(F)F)nc2cc(C(=O)N3CCCCC3)ccc21	0.9%	-1%	-14%	0%	4%
CC(C)(C)c1ccc(C(=O)OCc2c(-c3ccccc3)ncc3ccccc23)cc1	i	-16%	14%	-5%	.
CN(C)c1ccc(C(=O)/C=C/c2ccco2)cc1	0.8%	8%	76%	-6%	-4%
COc1ccc(S(=O)(=O)N(C)C[C@H]2Oc3ccc(NS(=O)(=O)c4ccccc4)cc3CC(=O)N([C@H](C)CO)C[C@@H]2C)cc1	1.6%	10%	41%	4%	.
COc1ccccc1-n1cc(CN2CCN(CC=C(C)C)C(CCO)C2)cn1 (stereo not drawn)	1.0%	-5%	24%	-8%	-5%
Cc1cnn(C(=S)NCC2CCCO2)c1 (stereo not drawn)	0.9%	-6%	78%	-7%	1%
O=C(N1CCCC1)C12CCC3CC(CC(C3)C1)C2	1.0%	-13%	61%	-2%	4%
Cc1ccccc1OCC(=O)NCC(=O)OCc1ccc(Br)cc1	8.1%	2%	73%	8%	-5%
COC(=O)c1sccc1NS(=O)(=O)c1ccc(OC)cc1	i	-2%	15%	-5%	-5%
COc1ccccc1NC(=O)N(Cc1ccccc1)C1=NCC(C)S1 (stereo not drawn)	3.3%	2%	18%	7%	-9%
O=C(NCc1ccccc1CN1CCCC1)c1cc2cc(Cl)ccc2o1	0.7%	-12%	43%	-1%	.
CNC(=O)Cn1nc(C)c2ccccc2c1=O	2.5%	-3%	-4%	-5%	-10%
O=C(NC1CCN(C(=O)c2cccc([N+](=O)[O-])c2)CC1)c1ccccc1	0.2%	-1%	-11%	3%	-2%

Arranged by SMILES length (low to high): some entries from above.
SMILES	inhibitors of VEEV	H1N1 NS1A inhibition	M. tuberculosis	M. tuberculosis HTS	Salmonella PhoP GFP	others
CNC(=O)Cn1nc(C)c2ccccc2c1=O	2.5%	-3%	-4%	-5%	-10%
O=C(NCc1ccccc1CN1CCCC1)c1cc2cc(Cl)ccc2o1	0.7%	-12%	43%	-1%	.
CC(C)Cn1c(N)c(C(=O)CSc2nccn2C)c(=O)n(C)c1=O	8.7%	10%	-1%	-2%	-6%
COc1c(/C=N/NC(=O)c2ccccc2O)c(CCN(C)C(C)=O)cc2c1OCO2	0.9%	-2%	-3%	-1%	10%

(list continues)
SMILES	inhibitors of VEEV	H1N1 NS1A inhibition	M. tuberculosis	M. tuberculosis HTS	Salmonella PhoP GFP	others
O=C(c1ccccc1)N1CCC(c2nc3c(nnn3Cc3ccco3)c(=O)[nH]2)CC1	0.5%	-2%	.	0%	.
Cc1ccccc1-c1nc(CS(=O)CC(=O)NC2CC2)c(C)o1 (stereo not drawn)	0.5%	10%	-2%	-7%	-4%
Cc1ccc(C(=O)Nc2ccncc2)o1	0.9%	-6%	6%	17%	-2%
Cc1ccc(C)c(NC(=O)c2cc(C)nc3ccccc23)c1	0.3%	-3%	6%	7%	-6%
COc1ccc(N2CCN(C(=O)CCCN3C(=O)c4cccc5cccc(c45)C3=O)CC2)cc1	i	13%	18%	-1%	-7%
Cc1ccc(SCCNC(=O)c2cccc([N+](=O)[O-])c2C)cc1	0.3%	1%	38%	4%	-8%
Cn1c(COc2ccccc2O)[n+](C)c2ccccc21	1.9%	5%	-4%	-3%	4%
C=CCN(CC=C)C(=O)CN1C(=O)NC(c2ccccc2)(c2ccccc2)C1=O	0.1%	6%	11%	-1%	-3%
CCN(C(=O)COc1ccc(C(=O)c2ccccc2)cc1)c1ccccc1	2.1%	2%	40%	-6%	11%
CCOC(=O)C1(CCOc2ccccc2)CCN(Cc2cccc(-n3cccn3)c2)CC1	0.9%	0%	78%	25µM*	10%
Cc1cc(C)n(C(=O)c2cc3c(s2)CCCC3)n1	6.7%	10%	9%	-1%	7%
COc1ccc(OC)c(NC(=O)c2csc(Cl)c2OC)c1	i	-10%	59%	11%	-1%
O=C(Nc1ccnc(-c2cccnc2)n1)c1ccc(Cl)c(Cl)c1	0.8%	-7%	3%	9%	-8%
O=C(CSc1nnc(COc2ccccc2)o1)NC1CC2CCC1C2 (stereo not drawn)	6.1%	-8%	?	42%	-4%
CCOc1nc(NCCO)nc(NCCC2=CCCCC2)n1	i	7%	12%	-10%	-2%
O=C(NCCc1cccc(Cl)c1)c1cccnc1	0.2%	18%	-3%	-3%	-5%
Cc1ccc(S(=O)(=O)N2CCOCC2)cc1NC(=O)COc1ccc(C(=O)c2ccccc2)cc1	7.8%	-7%	48%	-1%	.
Cc1ccc(C2c3[nH]c4ccccc4c3C[C@H]3C(=O)N(c4ccccc4C(=O)N4CCC(C(=O)O)CC4)C(=O)N23)cc1 (stereo partly drawn)	2.1%	1%	2%	-11%	0%
CC(C)c1ccc(NC2CCCN(C(=O)CCN3CCCCC3=O)C2)cc1 (stereo not drawn)	1.1%	14%	-1%	-8%	-4%
COc1ccc(NC(=O)Cn2nc3n(c2=S)CCC3)cc1	0.0%	-4%	-6%	-10%	3%
Cn1c(SCC(=O)Nc2ccc(Br)cc2)nc(O)cc1=O	2.2%	10%	23%	2%	0%
O=S(=O)(/N=C(/c1ccccc1)N1CCOCC1)c1ccc(F)cc1	2.2%	-11%	-10%	2%	-17%
O=C(CCC(=O)Nc1nnc(C2CCCCC2)s1)NCC1CCCO1 (stereo not drawn)	2.4%	-1%	21%	15%	24%
CC(C)(C)OC(=O)C[C@@H]1C/C=C\C[C@@H](CC(=O)N(CCO)Cc2ccccc2)C(=O)NC[C@H](c2ccccc2)OC1=O	6.9%	12%	40%	-11%	.
c1ccc(-c2csc(NNC3=NCCCCC3)n2)cc1	i	12%	9%	0%	6%

Structural class: those above containing a CF3 group
SMILES	inhibitors of VEEV	H1N1 NS1A inhibition	M. tuberculosis	M. tuberculosis HTS	Salmonella PhoP GFP	others
O=C1CS/C(=C\[N+](=O)[O-])N1c1ccc(OC(F)(F)F)cc1	1.7%	-5%	6%	-12%	-9%
CC(C)n1c(C(F)(F)F)nc2cc(C(=O)N3CCCCC3)ccc21	0.9%	-1%	-14%	0%	4%

New compounds follow.
SMILES	inhibitors of VEEV	H1N1 NS1A inhibition	M. tuberculosis	M. tuberculosis HTS	Salmonella PhoP GFP	others
O=C(Nc1ccc(N2CCOCC2)c(Cl)c1)c1ccc(-n2cnnc2)cc1Cl	3.3%	-6%	14%	3%	-8%
CCOC(=O)CN(C#N)c1nc(N(C)C)nc(N(C)C)n1	0.7%	-3%	8.4µM*	11µM*	-2%
Cc1[nH]nc2c1C(c1cccc(O)c1)C1=C(CC(C)(C)CC1=O)N2 (stereo not drawn)	2.0%	0%	3%	-8%	-19%
Cc1nnc2n1CCCCC2	2.9%	-17%	5%	-4%	3%
COC1=CC(=O)c2ccccc2C1=O	1.3%	-3%	40%	16µM*	.
Cc1ccc(C2=NN(CC(=O)NCc3cccnc3)C(=O)CC2)cc1	.	.	1%	-5%	-8%
Cn1c(=O)c2c(nc(NCCOc3ccc(C(C)(C)C)cc3)n2C)n(C)c1=O	0.6%	-6%	-2%	-1%	-2%
COc1ccc(Cl)cc1C(=O)NNC(=O)c1cccc(S(=O)(=O)N(C)C)c1	0.5%	2%	7%	-4%	-25%
Cc1c(Cl)cccc1NC(=O)CSc1nc(=O)n(CCCN2CCOCC2)c2c1CCC2	1.6%	4%	6%	-1%	0%
O=S(Cc1ccc(Cl)cc1)CC(O)COCc1ccc(Cl)cc1 (stereo not drawn)	1.2%	-1%	54%	1%	-2%
COc1ccc(Cc2noc(-c3ccc([N+](=O)[O-])cc3)n2)cc1OC	i	18%	-3%	9%	-20%
O=C1CC(N2CCN(c3ccc(F)cc3)CC2)C(=O)N1c1ccc(F)cc1 (stereo not drawn)	1.0%	-9%	15%	-19%	-4%

Screening results: PubChem BioAssay, Southern Research Specialized Biocontainment Screening Center
